# Vc quorum ag – inducers of Vibrio cholerae quorum light production without autoinducers. V. cholerae BH1578 lux reporter, luminescence, 6 h. activation, % at 18.7 µM. hit rate 0.16% among 350,000; in the data active = activation mostly above about 9.7%, no sharp cut-off; also: not every result past the cut was called active; inactives centre near 0; reference of the scale not given here
# TcdB inh – blocks C. difficile toxin B glycohydrolase activity | inhibition, % at 9.99 µM | TcdB glycohydrolase enzymatic assay, plate reader | P18177 | hit rate 0.24% among 350,000 | AID 652162; in the data active = inhibition above about 10%
# 3CLpro inhibitor – SARS-CoV 3CLpro protease inhibition. inhibition, % at 6 µM. hit rate 0.14% among 290,000. recombinant SARS-CoV 3CLpro, quenched FRET peptide cleavage; in the data active = inhibition above about 12%
# Rv3671c inh – inhibitors of M. tuberculosis serine protease Rv3671c. P9WHR9. inhibition, % at 5.96 µM. hit rate 0.048% among 320,000. AID 2606; in the data active = inhibition above about 38%;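 also: extracellular domain of Rv3671c used as enzyme; 0% = enzyme with DMSO and 100% = no enzyme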
# Target sequence (P9WHR9 whole entry, looked up, the tested form may be a part): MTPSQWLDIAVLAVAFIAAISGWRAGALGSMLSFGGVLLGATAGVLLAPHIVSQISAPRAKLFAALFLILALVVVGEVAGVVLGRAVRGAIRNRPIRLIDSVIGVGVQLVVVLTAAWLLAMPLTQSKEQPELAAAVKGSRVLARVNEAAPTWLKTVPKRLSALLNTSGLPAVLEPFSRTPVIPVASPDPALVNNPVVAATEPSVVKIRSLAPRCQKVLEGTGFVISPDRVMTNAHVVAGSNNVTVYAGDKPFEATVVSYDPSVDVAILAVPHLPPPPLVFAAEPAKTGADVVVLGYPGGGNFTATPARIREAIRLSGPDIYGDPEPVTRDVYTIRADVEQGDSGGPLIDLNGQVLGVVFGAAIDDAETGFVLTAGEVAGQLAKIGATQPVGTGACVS
# PfHsp40 rescue – rescue of PfHsp40-mediated yeast toxicity | S. cerevisiae expressing PfHsp40, growth rescue, ATP luminescence | growth rescue, % at 12.5 µM | hit rate 0.68% among 340,000; in the data active = growth rescue above about 28%, passing the limit was not always enough;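 also: yeast W303a lacking pdr1 and pdr3 grown in galactose medium; growth measured after three days at 30 °C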
# Anthrax LF prot – anthrax lethal factor protease inhibition. multiplex microsphere protease cleavage assay, LF. inhibition, % at 10 µM. hit rate 0.12% among 360,000. P15917; in the data active = inhibition above about 30%; also: plate controls were buffer without enzyme for full effect and enzyme alone for no effect
# PriA SSB inh – inhibitors of Klebsiella pneumoniae PriA binding to SSB C-terminal tail; AlphaScreen SSBct-PriA binding, biotinylated peptide; inhibition, % at 33 µM; hit rate 0.6% among 430,000; in the data active = inhibition mostly above about 37%, no sharp cut-off; inactive = mostly below about 20%;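 also: plate controls were negative control peptide for no effect and reference peptide for full effect; strong numbers were not always called active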
# MazF activator – MazEF (E. coli) toxin RNase activation. activation, % at 20 µM. hit rate 0.32% among 350,000. FAM/BHQ RNA-DNA oligo cleavage fluorescence, 5 h. AID 504720; in the data active = activation above about 50%
# Target sequence (P0AE70 whole entry, looked up): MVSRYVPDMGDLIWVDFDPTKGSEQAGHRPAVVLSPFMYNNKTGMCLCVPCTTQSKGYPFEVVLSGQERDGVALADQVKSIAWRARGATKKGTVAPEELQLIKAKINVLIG
# Y pestis TopoI – inhibitors of Yersinia pestis topoisomerase I; Y. pestis Topo-I cleavage product accumulation, plate reader; activity, % at 10 µM; hit rate 0.064% among 360,000; in the data active = activity above about 50%, passing the limit was not always enough; also: inactives centre near 2
# DUSP3 inh – blocks human VHR1 dual specificity phosphatase | P51452 | recombinant VHR phosphatase, pNPP absorbance | inhibition, % at 13.3 µM | hit rate 0.52% among 290,000 | AID 1654; in the data active = inhibition above about 50%; also: some compounds called inactive have numbers as strong as hits
# Target sequence (P51452 whole entry, looked up): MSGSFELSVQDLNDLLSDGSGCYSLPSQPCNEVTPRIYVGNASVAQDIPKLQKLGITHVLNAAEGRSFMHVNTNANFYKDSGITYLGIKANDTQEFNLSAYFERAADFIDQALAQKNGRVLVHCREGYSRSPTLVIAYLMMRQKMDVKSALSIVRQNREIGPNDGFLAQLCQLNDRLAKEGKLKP
# Numbers without * were called inactive; i = inactive; . = not tested or not shown; & = joins results of further samples. This is a subset. The share of hits here may be higher or lower than overall.
[1] COc1ccc(S(=O)(=O)NCCNC(=O)N2CCOCC2)cc1
[2] COc1ccc(N2CCN(C(=O)C3CCCN(S(=O)(=O)c4c(C)noc4C)C3)CC2)cc1 (stereo unspecified)
[3] C/C(=N\NC(=O)c1ccc(F)cc1)c1ccccn1
[4] Cc1ccc(C)c(S(=O)(=O)N2CCN(C(=O)CSc3ccccc3)CC2)c1
[5] CC(Oc1ccc2c3c(c(=O)oc2c1)CCCC3)C(=O)NCc1ccccn1 (stereo unspecified)
[6] COc1ccc(-c2nc3n(c2C)Cc2ccccc2-3)cc1
screen / no.	1	2	3	4	5	6
Vc quorum ag	-4.2	-0.3	0.9	-0.1	-0.5	-0.5
TcdB inh	0.7	2.0	-0.5	-0.8	-1.0	2.1
3CLpro inhibitor	2	-2	1	-1	1	-3
Rv3671c inh	0	6	8	.	-3	-3
PfHsp40 rescue	0.6	1.9	-0.3	0.0	1.6	-1.1
Anthrax LF prot	-5	0	-12	1	-3	-6
PriA SSB inh	-25	1	.	-5	-3	24
MazF activator	3	5	13	-3	-1	-8
Y pestis TopoI	11	1	3	15	8	-10
DUSP3 inh	-14	-4	2	10	-14	9

[7] CCn1c(-c2cc(Cl)ccc2OC)n[nH]c1=S
[8] CCOc1ccc(NS(=O)(=O)c2ccc(NS(=O)(=O)c3ccccc3)cc2)cc1
[9] Cc1ccccc1NC(=O)C1(NC(=O)c2cccc(N3C(=O)CSC3c3ccccc3)c2)CCCCC1 (stereo unspecified)
[10] CC(C)(C)c1ccc(OCCC(=O)NNC(=O)c2ccncc2)cc1
[11] Cc1cc(C)c2nc(SCC(=O)NNC(=O)c3ccco3)c(C)cc2c1
[12] CCC(C)NC(=O)CSc1nc2ccccc2c(=O)n1CCCC(=O)NCC1CCCO1 (stereo unspecified)
screen / no.	7	8	9	10	11	12
Vc quorum ag	i	-0.5	-0.3	-10	0.1	-1.3
TcdB inh	.	.	.	1.8	0.9	-0.8
3CLpro inhibitor	4	5	0	.	6	5
Rv3671c inh	6	-5	6	2	-6	-3
PfHsp40 rescue	-1.6	-1.1	0.1	0.8	-0.1	-0.1
Anthrax LF prot	-1	2	2	-4	-8	-2
PriA SSB inh	-5	-2	-48	13	-8	-2
MazF activator	6	-5	-3	2	-5	0
Y pestis TopoI	2	-2	4	1	12	-4
DUSP3 inh	12	29	0	.	40	29

[13] COc1cc(CCNC(=O)CCCn2c(=O)c3cccn3c3cccnc32)cc(OC)c1OC
[14] CCCCc1nc2cc(C(=O)N3CCCCC3C(=O)OC)ccc2o1 (stereo unspecified)
[15] COc1ccc(SCCN2CC[C@@H](O)CCC2=O)cc1
[16] OCC1(CCCc2ccccc2)CCN(Cc2ccc(F)cc2)CC1
[17] CN(CCCC(=O)Nc1nccs1)S(=O)(=O)c1ccc(Cl)cc1
[18] COc1ccc(NS(=O)(=O)c2cc(NC(=O)CNC(=O)c3cccc(OC)c3)ccc2C)cc1
screen / no.	13	14	15	16	17	18
Vc quorum ag	-0.3	i	-0.4	-0.2	-0.2	i
TcdB inh	1.5	1.1	0.8	0.1	1.5	1.2
3CLpro inhibitor	0	-1	.	2	0	6
Rv3671c inh	10	3	2	3	-2	-9
PfHsp40 rescue	-0.3	-0.2	-1.1	1.9	-0.8	0.5
Anthrax LF prot	1	2	-10	2	-1	-1
PriA SSB inh	2	-2	-27	-2	-13	6
MazF activator	2	-2	5	0	6	-1
Y pestis TopoI	-4	14	-10	3	-6	0
DUSP3 inh	9	-26	.	39	-6	-4

[19] C=CCNC(=O)c1ccc(Cl)cc1Cl
[20] O[C@@H]1CN(Cc2cccs2)[C@@H](c2ccccc2)C[C@H]1n1cc(C2CC2)nn1
[21] COc1ccc(CCN2CC(C(=O)OCC(=O)Nc3c(C)nn(-c4ccccc4)c3C)CC2=O)cc1OC (stereo unspecified)
[22] CC(C)CC12CN3CCN(CC(C3)/C1=N/O)C2
[23] CC1(C)Cc2cccc(OCC(=O)Nc3ccccc3N3CCOCC3)c2O1
[24] COc1ccc(N2CCN(C(=O)Cn3nnc(-c4ccc(N(C)C)cc4)n3)CC2)cc1
screen / no.	19	20	21	22	23	24
Vc quorum ag	i	-0.5	-0.9	-0.6	-0.2	-0.4
TcdB inh	.	1.6	0.0	.	.	2.2
3CLpro inhibitor	0	.	.	-2	0	-5
Rv3671c inh	0	.	5	8	3	-8
PfHsp40 rescue	-0.7	.	0.8	17	-0.8	.
Anthrax LF prot	-3	4	6	-5	-2	-1
PriA SSB inh	-21	.	-1	.	-3	-19
MazF activator	0	5	1	1	9	-1
Y pestis TopoI	-3	1	7	-8	8	1
DUSP3 inh	6	.	.	-9	-7	42

[25] C/C(Cl)=C\Cn1c(Nc2ccccc2)nc2c1c(=O)n(C)c(=O)n2C
[26] NS(=O)(=O)c1ccc(CNC(=O)c2cc(S(=O)(=O)N3CCOCC3)c(Cl)cc2Cl)cc1
[27] Cc1ccc(N2CC(C(=O)Nc3nnc(C)s3)CC2=O)cc1 (stereo unspecified)
[28] Cc1ccc([N+](=O)[O-])cc1S(=O)(=O)NCCc1c(C)[nH]c2c(C)cccc12
[29] Cc1ccc(N2C(=O)c3n[nH]c(C)c3C2c2cccnc2)cc1 (stereo unspecified)
[30] CC(=O)Nc1ccc(C(=O)N/C(=C/c2ccccc2)C(=O)N2CCCCC2)cc1
screen / no.	25	26	27	28	29	30
Vc quorum ag	i	i	-1.8	-0.1	-0.5	i
TcdB inh	.	0.8	0.4	0.4	.	0.5
3CLpro inhibitor	1	.	-2	3	6	-6
Rv3671c inh	-3	.	-8	9	-2	2
PfHsp40 rescue	-0.8	1.2	0.6	-1.0	0.0	0.8
Anthrax LF prot	-4	0	-2	0	-6	1
PriA SSB inh	-11	19	2	11	-6	0
MazF activator	3	-14	2	4	2	5
Y pestis TopoI	6	-15	-7	-11	-1	5
DUSP3 inh	21	.	10	-7	28	18

[31] CCCCN(Cc1cc2cccc(C)c2[nH]c1=O)S(C)(=O)=O
[32] O=C(NC1CCCCC1)C(Cc1ccccc1)NS(=O)(=O)c1cccs1 (stereo unspecified)
[33] CCCc1cc(C(=O)OC)c(NC(=O)CCCC(=O)O)s1
[34] O=C(Nc1nnc(CC2=CCCCC2)s1)Nc1ccccc1F
[35] Cc1ccc(Nc2nc(-c3ccc(S(=O)(=O)N4CCCC4)cc3)cs2)cc1C
[36] COc1cccc(CNC(=O)c2ccc(NC(=O)CC3SC(N4CCCCC4)=NC3=O)cc2)c1 (stereo unspecified)
screen / no.	31	32	33	34	35	36
Vc quorum ag	i	0.9	-1.4	.	-4.9	-0.3
TcdB inh	0.4	.	0.9	.	.	0.5
3CLpro inhibitor	-3	0	1	3	5	.
Rv3671c inh	3	-1	6	-7	7	-6
PfHsp40 rescue	-1.4	1.3	0.1	.	-1.2	-0.1
Anthrax LF prot	-3	-2	3	.	-5	.
PriA SSB inh	9	-9	-14	2	0	3
MazF activator	-4	6	-6	-12	1	5
Y pestis TopoI	2	0	7	.	-7	16
DUSP3 inh	17	37	17	15	32	.

[37] O=C(O)c1ccccc1NCN1C(=O)C2CC=C(Cl)CC2C1=O (stereo unspecified)
[38] CCOC(=O)CSc1nnc(SCCN2C(=O)c3ccccc3C2=O)s1
[39] CCOC(=O)C1CCN(C(=O)NC23CC4CC(CC(C4)C2)C3)CC1
[40] CC(C)CCn1c(CN2CCN(C(=O)c3ccco3)CC2)nc2c1c(=O)n(C)c(=O)n2C
[41] COC(=O)c1c(NC(=O)CSc2nc(-c3ccco3)cc(C(F)(F)F)n2)sc2c1CCCC2
[42] COc1ccc(NC(=O)/C(C#N)=C/c2ccc(Br)o2)cc1
[43] Cc1cc(-c2nnc3sc(-c4ccc(Cl)cc4Cl)nn23)n[nH]1
[44] CCCCSCc1[nH]c(=O)[nH]c1C(=O)CCCCC(=O)OCC
screen / no.	37	38	39	40	41	42	43	44
Vc quorum ag	i	-0.6	i	-0.1	-0.5	i	0.3	-0.6
TcdB inh	.	.	0.5	-0.4	0.7&0.5	.	.	.
3CLpro inhibitor	1	2	3	1	2	0	-5	6
Rv3671c inh	1	4	0	4	2	-13	-1	-3
PfHsp40 rescue	-0.4	-0.1	-0.8	-1.1	-1.6	0.1	-0.7	0.7
Anthrax LF prot	-4	0	0	-5	-3	-7	-2	4
PriA SSB inh	-6	1	-7	-10	-3	-13	6	-14
MazF activator	-7	-6	-1	10	-10	-1	7	-13
Y pestis TopoI	-3	3	-1	14	5	9	10	11
DUSP3 inh	22	6	-27	27	-2	11	-8	-1

# Entries listed so far that have two or more sulfur atoms:
[4] Cc1ccc(C)c(S(=O)(=O)N2CCN(C(=O)CSc3ccccc3)CC2)c1
[8] CCOc1ccc(NS(=O)(=O)c2ccc(NS(=O)(=O)c3ccccc3)cc2)cc1
[17] CN(CCCC(=O)Nc1nccs1)S(=O)(=O)c1ccc(Cl)cc1
[26] NS(=O)(=O)c1ccc(CNC(=O)c2cc(S(=O)(=O)N3CCOCC3)c(Cl)cc2Cl)cc1
[32] O=C(NC1CCCCC1)C(Cc1ccccc1)NS(=O)(=O)c1cccs1 (stereo unspecified)
[35] Cc1ccc(Nc2nc(-c3ccc(S(=O)(=O)N4CCCC4)cc3)cs2)cc1C
[38] CCOC(=O)CSc1nnc(SCCN2C(=O)c3ccccc3C2=O)s1
[41] COC(=O)c1c(NC(=O)CSc2nc(-c3ccco3)cc(C(F)(F)F)n2)sc2c1CCCC2
screen / no.	4	8	17	26	32	35	38	41
Vc quorum ag	-0.1	-0.5	-0.2	i	0.9	-4.9	-0.6	-0.5
TcdB inh	-0.8	.	1.5	0.8	.	.	.	0.7&0.5
3CLpro inhibitor	-1	5	0	.	0	5	2	2
Rv3671c inh	.	-5	-2	.	-1	7	4	2
PfHsp40 rescue	0.0	-1.1	-0.8	1.2	1.3	-1.2	-0.1	-1.6
Anthrax LF prot	1	2	-1	0	-2	-5	0	-3
PriA SSB inh	-5	-2	-13	19	-9	0	1	-3
MazF activator	-3	-5	6	-14	6	1	-6	-10
Y pestis TopoI	15	-2	-6	-15	0	-7	3	5
DUSP3 inh	10	29	-6	.	37	32	6	-2

# High-throughput results (PubChem BioAssay)
